High-throughput results from PubChem.
Pf growth 96h: P. falciparum growth inhibition at 96 hours; 6.9% of 320,000 active; P. falciparum luciferase reporter growth, 96 h; Potency, µM (series often up to 28.7 µM), without a hit: at the top dose activity change, negative = inhibition, most hits filed as inhibitors; AID 504834; further: potency means the concentration at half of the fitted maximal effect; on the % scale 0 is the no-effect control and ±100 the full control effect
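Luminescence readout: decreased luciferase signal marks inhibited growth of reporter-expressing P. falciparum in infected red cells (2% hematocrit, 0.05% parasitemia final), exposed to compound two generations (96 h, 37 C, 5% CO2).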
CHX counter: counter-screen for Shiga toxin inhibitors: cycloheximide protein synthesis inhibition. AID 2314. cell reporter, cycloheximide protein synthesis inhibition counterscreen. 12% of 300,000 active. max response, %; in the data active means max response mostly above about 13%, no sharp cut-off; inactive means mostly below about 14%; further: read at 38.3 µM for the half of the compounds with a filed dose; 0% is about no effect
TbPYK inhibitor: T. brucei pyruvate kinase inhibition; Q57TT1; TbPYK enzyme, Kinase-Glo Plus ATP luminescence, 45 min; Potency, µM (top dose mostly 76.8 µM), inactives show at the top dose activity, negative = inhibition, actives largely listed as inhibitors; 0.12% of 410,000 active; AID 624173; further: potency means the concentration at half of the fitted maximal effect; on the % scale 0 is the no-effect control and ±100 the full control effect; nearly all actives have a fitted effect of over 50% in size
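Assay buffer: 50 mM TEA pH 7.2, 100 mM KCl, 10 mM MgCl2, 0.05% BSA, 0.01% Tween-20. Pyruvate kinase from T. brucei plus substrate met compound, then ADP (130 uM final). Luminescence was read post 45 min RT.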
Pf growth 48h: P. falciparum growth inhibition at 48 hours (one generation) | 5.9% of 310,000 active | P. falciparum luciferase growth in erythrocytes, 48 h | AID 504832 | Potency, µM (series often up to 28.7 µM), inactives show top-dose activity change, negative = inhibition, actives largely listed as inhibitors; further: potency means the concentration at half of the fitted maximal effect; on the % scale 0 is the no-effect control and ±100 the full control effect
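Erythrocytes infected with P. falciparum carrying an integrated firefly luciferase reporter (2% hematocrit, 0.1% parasitemia final) were exposed to compounds in RPMI 1640 with 0.5% Albumax at 37 C, 5% CO2. Growth inhibition was scored as reduced luminescence.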
HCV inhibitor: blocks hepatitis C virus. Huh7.5.1 HCVcc-Cre infection, luciferase reporter, 44 h. Potency, µM (doses to about 41.8 µM), inactives show at the highest dose activity change, negative = inhibition, actives largely listed as inhibitors. 3.4% of 340,000 active. AID 651820; further: potency means the concentration at half of the fitted maximal effect; on the % scale 0 is the no-effect control and ±100 the full control effect
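A cell-based infection assay in which seeded cells (1,000 per well) receive test compound after 4 h, are inoculated with HCVcc-Cre at approximately 0.5 moi, and are incubated 44 h before luminescence detection.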
Shiga inhibitor: blocks Shiga toxin action in Vero cells | Vero cells, Shiga toxin protein synthesis inhibition reporter | inhibition, % at 38.7 µM | 9.2% of 290,000 active | AID 2315; in the data active means inhibition mostly above about 28%, no sharp cut-off; inactive means mostly below about 43%; further: 0% is about no effect
LmPK inhibitor: blocks Leishmania mexicana pyruvate kinase activity; purified LmPK, Kinase-Glo ATP luminescence, 1 h; Q27686; 0.37% of 290,000 active; Potency, µM (top dose mostly 57.5 µM), for the others: at the top dose activity change, negative = inhibition, actives largely listed as inhibitors; further: potency means the concentration at half of the fitted maximal effect; on the % scale 0 is the no-effect control and ±100 the full control effect
Target sequence (Q27686 whole entry, looked up): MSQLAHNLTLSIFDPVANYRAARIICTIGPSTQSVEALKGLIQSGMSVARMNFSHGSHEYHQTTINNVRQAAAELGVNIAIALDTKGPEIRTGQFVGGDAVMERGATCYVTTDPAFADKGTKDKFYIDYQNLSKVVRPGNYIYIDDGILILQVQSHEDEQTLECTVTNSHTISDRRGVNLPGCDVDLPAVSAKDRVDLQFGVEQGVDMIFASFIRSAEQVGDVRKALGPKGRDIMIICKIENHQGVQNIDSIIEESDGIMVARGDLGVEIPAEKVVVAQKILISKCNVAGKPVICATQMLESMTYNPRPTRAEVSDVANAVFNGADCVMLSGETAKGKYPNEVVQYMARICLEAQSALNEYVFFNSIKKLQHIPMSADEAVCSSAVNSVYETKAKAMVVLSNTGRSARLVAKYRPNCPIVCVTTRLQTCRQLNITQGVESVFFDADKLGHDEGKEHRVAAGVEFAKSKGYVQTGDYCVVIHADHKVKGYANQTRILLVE
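Kinase-Glo luminescence read after 1 h RT reaction of 0.1 nM LmPK with 0.5 mM PEP and 0.1 mM ADP. Activity scaled between uninhibited and enzyme-free controls.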
* hit, by the source's call; i = inactive; ? = inconclusive; nt = not tested or not shown; & = joins results of further samples; [ ] = dose if it differs, or a comment. Unless noted, the call rests on the fitted dose curve; in most records, active means well fitted curve in the direction sought with a large enough effect; inconclusive means small, poorly fitted or top-dose-only effect, or another doubt; inactive means no such curve, though single readings can be large; an effect the other way counts as inactive or inconclusive.

SMILES	Pf growth 96h	CHX counter	TbPYK inhibitor	Pf growth 48h	HCV inhibitor	Shiga inhibitor	LmPK inhibitor
O=C(c1ccc(S(=O)(=O)NCC2CCCO2)cc1)N1CCN(c2ccccc2F)CC1 (stereo unspecified)	-1%	-2	-1%	8%	-5%	-16	-10%
CN(Cc1cc2ccccc2[nH]c1=O)S(=O)(=O)c1ccccc1	0%	19*	0%	-4%	7%	33	3%
C=C1CC[C@H](O)C/C1=C/C=C1\CCC[C@]2(C)[C@@H]([C@H](C)/C=C/[C@H](C)C(C)C)CC[C@@H]12	-25%	nt	-7%	?	-7%	nt	nt
CCOC(=O)C(O)(c1ccc(NC(=O)NC2CCCCC2)cc1)C(F)(F)F (stereo unspecified)	19%	20*	-7%	nt	?	58	4%
COCCn1c(C)nnc1SCC(=O)NNC(=O)c1ccc(Br)cc1	25%	-3	-3%	0%	15%	-5	3%
COc1cccc2sc(N(CCCN(C)C)C(=O)c3ccc(S(=O)(=O)N4CCc5ccccc5C4)cc3)nc12	0%	-7	-2%	?	?	-24	-1%
CC(C)N(C(=O)Cn1cc(S(=O)(=O)CC(=O)NCc2ccc(F)cc2)c2ccccc21)C(C)C	?	-5	-7%	?	-11%	-7	5%
O=C(CCN1CCN(CC(=O)Nc2ccccc2Cl)CC1)Nc1ccccc1F	0%	-2	-3%	?	-10%	-29	0%
CCCc1nc2nc(C)c(NS(=O)(=O)c3ccc(F)cc3)c(=O)n2[nH]1	-13%	-7	4%&-7%	42%[activator]	15%	-2	-1%
O=C(C1CCCCC1)N1CCN(c2ncccn2)CC1	nt	-3	-8%	15%	26%	13	-1%
O=C(Nc1cccc(Cl)c1N1CCCC1)c1cccc(-c2cc3ccccc3oc2=O)c1	55%[activator]	26*	1%	?	nt	39	1%
O=C(CN1CCN(c2ccc(F)cc2)CC1)Nc1ccccc1[N+](=O)[O-]	-8%	3	-9%	-30%	-27%	-8	2%
O=C(COc1ccc(Cl)cc1)NCc1nnc(SCC(=O)Nc2ccccc2)o1	?	12	-1%	nt	4%	2	5%
COc1ccc(S(=O)(=O)N(CC(=O)NN=C2CCN(C)CC2)c2cc(Cl)ccc2OC)cc1OC	146%[activator]	-7	-4%	-19%	2%	-3	-6%
CCOC(=O)c1[nH]c(C)c(C(=O)Nc2ccc3c(c2)CCC3)c1C	2%[5.75 µM]	10	-5%	-16%	-15%	14	-2%
O=C(O)c1cnn(-c2ccccc2)c1C(F)(F)F	33%[activator]	8	1%	119%[activator]	20%	10	-3%
CCCCCN(C(=O)CCC(=O)OCC(=O)Nc1cccc(CC)c1)c1c(N)n(CCCC)c(=O)[nH]c1=O	24%	nt	-7%	-22%	14%	nt	nt
Cc1ccc(S(=O)(=O)N2CCN(CC(=O)NC(=O)NCc3ccccc3)CC2)cc1C	?	5	1%	nt	-4%	16	1%
CN(C)CC1CCCCC1=O (stereo unspecified)	4%	1	-9%	-6%	20%	15	-7%
COc1cc2c(cc1OC)C1O[C@](c3ccsc3)(C2)Oc2c1c(=O)oc1ccc(F)cc21	?	16*	nt	1.5µM*	nt	i	-8%[11.5 µM]
Cc1ccc(NC(=O)CN(C)C(C)C(=O)Nc2ccc(S(=O)(=O)N3CCCC3)cc2)cc1 (stereo unspecified)	12µM*	nt	1%	12µM*	?	nt	nt
COc1ccc(CCNC(=O)c2c(-c3ccccc3Cl)noc2C)cc1	?	-4	0%	nt	20%	-14	4%
c1ccc(CSc2nnc3ccc(-c4ccco4)nn23)nc1	?	34*	-11%	48%[activator]	9%	67*	3%
NC(=O)c1ccccc1NC(=O)/C=C/c1c(Cl)cccc1Cl	13µM*	27*	7%	180%[activator]	?	143*	4%
CCCN1CCN(C(=O)Cn2cccc2C(=O)c2ccccc2)CC1	46%[activator]	-2	1%	-9%	11%	-4	-4%
COC(=O)C(Cc1ccc(O)cc1)NC(=O)c1ccccc1OC (stereo unspecified)	nt	8	2%	15%	8%	-44	5%
CCC(Sc1nnnn1C)C(=O)Nc1ccc(C(C)=O)cc1 (stereo unspecified)	nt	23*	-3%	0%	24%	115*	-2%
Cc1cccc(C)c1NC(=O)C(c1ccc([N+](=O)[O-])cc1)N(C)C(=O)c1ccccn1 (stereo unspecified)	19%	-2	1%	47%[activator]	4%	10	-5%
Cc1ccc(-c2csc(N3CCC[C@@H]3C(=O)NCCn3c(-c4ccncc4)nc4ccccc43)n2)cc1	3.3µM*	1	-9%	?	?	-3	-2%
Cc1cc(C)c2nc(N3CCC(C(=O)NCCCN4CCCCC4)CC3)sc2c1	nt	5	-2%	nt	?	18	-3%
C/C=C/c1ccc(OCCCCn2cncn2)c(OC)c1	nt	34*	2%	30%	-1%	54*	-22%
CC1=C(C)CC2(SC1)C(=O)N(c1ccccc1)N=C2N (stereo unspecified)	8%	23*	-17%	40%[activator]	12%	48*	-1%
COc1ccc(OCC(=O)Nc2cccc3ncccc23)cc1	180%[activator]	-3	-3%	-11%	20%	-4	1%
O=[N+]1C2=C(CCCC2)N([O-])C12CCCC2	31%[activator]	2	4%	15%	11%	-3	-2%
O=C(Cn1nnc(-c2ccccc2)n1)NNC(=O)c1cccc([N+](=O)[O-])c1	23%	-7	4%	42%[activator]	4%	-7	6%
Cc1nnc(NC(=O)Cn2c(=O)sc3ccccc32)s1	43%[activator]	1	-9%	nt	17%	27	8%
O=C(N/N=C/c1ccccn1)c1[nH]c2ccc([N+](=O)[O-])cc2c1-c1ccccc1	-6%	-5	-2%	?	?	-14	-1%
Cn1c(SCC(N)=O)nnc1C1CCN(S(=O)(=O)c2ccccc2C(F)(F)F)CC1	17%	-1	-4%	-3%	-10%&-6%	-5	-8%
Cc1nnc(N2C(=O)c3oc4ccccc4c(=O)c3C2c2ccco2)s1 (stereo unspecified)	-8%	0	-5%	-19%	-9%	-2	-1%
O=C(C1CC1)N1CCN=C1SCc1ccc(F)cc1	32%[activator]	-5	0%	nt	12%	5	2%
COc1ccc(CCN(C)Cc2ccncc2)cc1OC	10%	-3	31%	4%	5%	-10	2%
COc1c(C)cc(C(=O)C2CCCN(Cc3cccc(C)n3)C2)cc1C (stereo unspecified)	-21%	-4	5%	?	-15%	-16	-3%
Cc1cc(C(=O)O)ccc1-n1c(C)cc(C=C2C(=O)c3ccccc3C2=O)c1C	1%	11	1%	7%	5%	9	1%
COc1cc(/C=C/c2cccc[n+]2C)ccc1OCC(=O)Nc1ccccc1	0%	-1	-9%	1µM*	-8%	-4	-5%
Nn1c(SCc2ccccc2)nc2ccccc21	83%[activator]	69*	-3%	44%[activator]	-15%	69*	-9%
O=C(NCCCn1ccnc1)c1ccc(N2CCCCC2)c([N+](=O)[O-])c1	?	5	2%	-25%	?	6	-3%
COc1ccc(-c2nc(CS(=O)(=O)CC(=O)NCCc3ccccc3)c(C)o2)cc1	128%[activator]	-6	1%	6%	-7%	-3	-16%
Nc1nc(-c2cc(O)ccc2[N+](=O)[O-])cc(-c2ccccc2)c1[N+](=O)[O-]	2%	-3	-4%	8%	?	-10	-10%
Cc1ccc2c(Cl)cc(Cl)c(OCC(=O)N(C(C)C)C(C)C)c2n1	?	2	3%	-25%	0%	-14	12%
Cc1cccc(OCCNc2cc(N3CCN(C)CC3)ccc2[N+](=O)[O-])c1	5%	-3	16%	1%	?	-14	0%

(continued)
SMILES	Pf growth 96h	CHX counter	TbPYK inhibitor	Pf growth 48h	HCV inhibitor	Shiga inhibitor	LmPK inhibitor
Cc1ccc(C(=O)N2CC(C)CC(C)C2)cc1NC1=NC2CS(=O)(=O)CC2S1 (stereo unspecified)	3%	-2	-2%	4%	20%	2	0%
O=C(CCC(=O)N1CCOc2ccccc21)Nc1ccc(F)cc1F	-9%	1	-3%	-1%	-10%	-2	0%
C/C(=N\NC(=O)c1ccc2ccccc2c1)c1cccnc1	19%	34*	0%	28%	4%	43	-9%
CCOc1cc(N2CCOCC2)c(OCC)cc1NC(=O)COC(=O)c1cccc2ccccc12	1%	12	-6%	-19%	0%	-12	3%
Cc1ccc(C(=O)NCCCc2ccccc2)c(Cl)c1	19%	37*	2%	67%[activator]	?	nt	0%
CCS(=O)(=O)N1CCC(N2CCC(C)CC2)CC1	18%	1	16%	7%	-9%	-6	0%
Cc1[nH]c2ccccc2c1C(=O)C(C)Sc1nnc(C2CC2)o1 (stereo unspecified)	4.1µM*	nt	-10%	3.7µM*	8%	nt	nt
Cc1cc([N+](=O)[O-])ccc1NC(=O)CSc1nncn1-c1cccnc1	12%	11	-1%	21%	-23%	6	-9%
Cc1ccccc1C(=O)NNC(=O)C1CCCN(c2ncccn2)C1 (stereo unspecified)	55%[activator]	-2	0%	-12%	25%	-12	-7%
O=[N+]([O-])c1cc(Cl)ccc1Nc1ccccc1	0%	-1	-11%	22%	1%	10	3%
CC(C)CCNC(=O)C(c1ccco1)N(Cc1ccccc1)C(=O)c1snc(C(N)=O)c1N (stereo unspecified)	nt	2	5%	?	nt	44	-2%
Cc1c(C=O)c2ccccc2n1CC(=O)N1CCc2ccccc2C1	?	-2	5%	-6%	?	-6	9%
CCOC(=O)c1sc(NC(=O)CSc2nnc(C)s2)c(C(=O)OCC)c1C	?	-4	3%	9.3µM*	?	-4	-2%
CCOC(=O)N1CCC(NC(=O)CCc2nc(-c3ccccc3F)no2)CC1	206%[activator]	1	4%	0%	-14%	33	3%
CN(CC(=O)Nc1cccc(F)c1)C(=O)CCc1nc2cc(S(=O)(=O)N3CCOCC3)ccc2n1C	?	nt	-1%	?	5%	nt	nt
O=C1/C(=C\c2ccccc2Cl)SC(=S)N1CCC(=O)N1CCCc2ccccc21	-12%	-2	0%	-24%	3%	-5	2%
CCn1ccnc1[C@@H]1C[C@H]2CN(c3ccccc3OC)C(=O)[C@]23CCCN13	-10%	-3	0%	12%	-1%	-13	-6%
O=C(O)/C(=C\c1ccc(F)cc1)c1ccc(-c2ccccc2)cc1	?	4	-3%	0%	29%	9	1%
O=C(c1cc(-c2cccc(Br)c2)nc2ccccc12)N1CCCC1	87%[activator]	25	-11%	?	-26%	16	-6%
CCC(=O)Nc1ccc(Cl)c(NC(=S)NC(C)=O)c1	?	-3	2%	6%[5.75 µM]	-12%	-5	0%
CC(=O)c1cccc(N=c2scc(-c3ccc(S(=O)(=O)N4CCOCC4)cc3)n2CCO)c1	4.7µM*	3	-16%	5.2µM*	1µM*	-3	4%
O=C(NCCC(=O)N1CCCCCCC1)c1ccc(Cl)cc1	5%	nt	-2%	-6%	8%	nt	nt

Ordered by count of non-hydrogen atoms (highest first): 4 of the compounds above
SMILES	Pf growth 96h	CHX counter	TbPYK inhibitor	Pf growth 48h	HCV inhibitor	Shiga inhibitor	LmPK inhibitor
CC(C)CCNC(=O)C(c1ccco1)N(Cc1ccccc1)C(=O)c1snc(C(N)=O)c1N (stereo unspecified)	nt	2	5%	?	nt	44	-2%
O=C1/C(=C\c2ccccc2Cl)SC(=S)N1CCC(=O)N1CCCc2ccccc21	-12%	-2	0%	-24%	3%	-5	2%
CCOC(=O)N1CCC(NC(=O)CCc2nc(-c3ccccc3F)no2)CC1	206%[activator]	1	4%	0%	-14%	33	3%
CCC(=O)Nc1ccc(Cl)c(NC(=S)NC(C)=O)c1	?	-3	2%	6%[5.75 µM]	-12%	-5	0%
